Growth percent in the NCI-60 one-dose screen (48 h, 10 µM unless noted): 100 = growth as untreated, 0 = no growth, -100 = all killed.
HL-60(TB) = HL-60(TB) leukemia cells. 78,000 tested, 9% active; active = growth percent below 10
Numbers without * were called inactive; & = joins results of further samples; ! = not active in a repeat; [ ] = dose if it differs, or a comment. This is a subset, so the mix of outcomes need not match the whole.

SMILES | HL-60(TB)
NC(=NCCCOc1ccc(Cl)cc1)Nc1ccc(Cl)cc1 | 95
CC(C)OC(=O)c1cc(NC(=S)OC(C)C)ccc1Cl | 86
Clc1ccccc1CNc1c2ccccc2nc2ccccc12 | 14
CN(NC1OC(=O)c2ccccc21)c1ccc(C(F)(F)F)cc1[N+](=O)[O-] (stereo unspecified) | 112
CCn1c(SCC(=O)c2ccccc2)nnc1-c1ccncc1 | 103
CC1(C)C(=O)CC[C@]2(C)[C@H]3CC=C4[C@@H]5C[C@@](C)(C(N)=O)CC[C@]5(C)CC[C@@]4(C)[C@]3(C)CC[C@@H]12 | 100
C[C@H](OC(N)=O)[C@@H](O)c1ccccc1Cl | 105
CC(C)(C)OC(=O)n1cc(-c2nc(-c3ccsc3)cs2)c2ccccc21 | 98
O=C1c2c(nc3ccccn23)N=C(c2ccccc2)N2CCC[C@@H]12 | 129
COc1nc2nc(-c3cc4ccccc4[nH]c3=O)[nH]c2c(=O)n1C | 105
C=C(C)[C@@H]1CC=C2c3sc(Nc4cccc(C(F)(F)F)c4)nc3C[C@@H](C)[C@]2(C)C1 | 102
O=[N+]([O-])c1ccc(Nc2ccc(N=Cc3ccccc3O)cc2)c2nonc12 | 95
CN(/N=C\c1ccc([N+](=O)[O-])cc1)c1ccccn1 | 99
Cc1nn2c(c1Br)NC=C(C(=O)c1ccccc1O)C2C(C)C (stereo unspecified) | 89
Cc1nnc(-n2c(O)cc(=O)n(-c3ccccc3)c2=S)nc1/C=C/c1ccc(N(C)C)cc1 | 7.9*

Retrieved one by one from above, four records:
SMILES | HL-60(TB)
Cc1nn2c(c1Br)NC=C(C(=O)c1ccccc1O)C2C(C)C (stereo unspecified) | 89
O=[N+]([O-])c1ccc(Nc2ccc(N=Cc3ccccc3O)cc2)c2nonc12 | 95
C=C(C)[C@@H]1CC=C2c3sc(Nc4cccc(C(F)(F)F)c4)nc3C[C@@H](C)[C@]2(C)C1 | 102
Clc1ccccc1CNc1c2ccccc2nc2ccccc12 | 14

Carrying on:
SMILES | HL-60(TB)
Nc1cccc(SC2CC(=O)N(c3ccc(Cl)cc3C(=O)c3ccccc3)C2=O)c1 (stereo unspecified) | 51
Cc1cc(Cl)nc(Nc2ccccc2)n1 | 78
O=[N+]([O-])c1cccc(-c2nc3sccn3c2-c2ccnc(NCCCNS(=O)(=O)c3cccc(F)c3)n2)c1 | -22*
CC(=O)Nc1cccc(C(=O)C2=Cc3c(C)c4ccccc4n3Cc3cnnn32)c1 | 102
Cc1c(C)c2c(c(C)c1OCCCC(=O)O)CC[C@@](C)(CCC[C@@H](C)CCC[C@@H](C)CCCC(C)C)O2 | 102[50 µM]
C[C@H](NC(=O)c1ccc2c(-c3ccc(C(F)(F)F)cc3)cccc2c1)c1ccccn1 | 23
CSc1nc(-c2cccc(N)c2)c(C#N)c(=O)n1C | 99
Cc1cccc(OCC(O)CN2CCN(c3cccc(Cl)c3)CC2)c1 (stereo unspecified) | 144
O=C(CN1C(=O)/C(=C/c2ccco2)SC1=S)NCCc1c[nH]c2ccc(Cl)cc12 | 96
NS(=O)(=O)c1ccc(NC(=O)CSc2nc3ccccc3c(=O)n2-c2ccccc2)cc1 | 102
Sc1ccc2ccccc2c1CNC1CCCCC1 | 102
COC1CC(N)C(O)C(C)O1 (stereo unspecified) | 98
O=C(CCCCCCCNC(=O)c1cc(=O)c(O)co1)Nc1ccccc1 | 103
CCOC(=O)c1csc(NC(=O)C(C)Sc2nc3sc4c(c3c(=O)n2-c2ccc(Cl)cc2)CCCC4)n1 (stereo unspecified) | 61
Cc1ccc(/C=N/NC(=O)N2CCN(c3cc4c(cc3F)c(=O)c(C(=O)O)cn4C3CC3)CC2)cc1 | 93
Nc1cc2ccccc2cc1C(=O)O | 107
O=c1c2ccccc2nc(COc2ccccc2)n1/N=C/c1ccc(F)cc1 | 95
Cc1cn(C2CC(OS(C)(=O)=O)C(COC(c3ccccc3)(c3ccccc3)c3ccccc3)O2)c(=O)[nH]c1=O (stereo unspecified) | 94
COc1ccc(Cl)cc1[N+](=O)[O-] | 67
C/C=C/c1cc2c(c(=O)o1)C(=O)[C@@H](O)[C@H](C)O2 | -22*
Oc1ccc(-c2nnc3c4cc[nH]c4ncn23)cc1 | 96
CC(C)Cc1ccc(C(C)C(=O)NCc2ccc(Cn3c(=O)sn(CCCI)c3=O)cc2)cc1 (stereo unspecified) | -41*!
Cc1ccc(Sc2nnc(/N=C3\C(=O)Nc4ccc(C)cc43)s2)cc1 | 66
NS(=O)(=O)c1ccc(CCNC(=O)CSc2ccc(-c3ccc4ccccc4c3)nn2)cc1 | 63
CN1C(=O)CCC1C(=O)NCc1cc(C(F)(F)F)ccc1Cl (stereo unspecified) | 99
CC12OC(CC(O)C1O)n1c3ccccc3c3c4c(c5c6ccccc6n2c5c31)C(=O)N(CCN1CCCC1)C4=O (stereo unspecified) | 18
CCCCCCCC/C=C\CCCCCCCCOc1ccccc1CC(=O)NCC[N+]1(C)CCCCC1 | -20*
CC(=O)CC(=O)Nc1ccccc1NC(=O)CC(C)=O | 108
C/C=C/C(O)CCCC (stereo unspecified) | 97
COc1ccc(-n2c(C(=O)c3c[nH]c4ccccc34)n[nH]c2=S)cc1 | 84
COc1cc2c(cc1OC)C1=NN(C(=O)Nc3ccc(F)cc3)C(c3ccc(F)cc3)C1C2 (stereo unspecified) | 99
O=C(/C=C1\C=CN(CCCF)c2ccccc21)n1ccc2ccccc21 | 93
O=C(/C=C/c1ccccc1Cl)c1ccc(NC(=O)N2CCN(c3cc4c(cc3F)c(=O)c(C(=O)O)cn4C3CC3)CC2)cc1 | 98
CC(=O)Oc1ccc(Br)cc1C(=O)O | 101
Nc1ccc2ncccc2c1 | 116
Fc1ccc2nc(-c3cnn4cccnc34)sc2c1 | 97
O=C1/C(=C/c2ccc(SC(F)(F)F)cc2)Cc2c(Br)cccc21 | 91
O=S1(=O)C(Cl)(Cl)S(=O)(=O)C(Cl)(Cl)S(=O)(=O)C1(Cl)Cl | 95
COc1ccc(C(=O)C(=O)c2ccc(OC)cc2)cc1 | 90
Nc1ncnc2c1C(c1ccccc1Cl)c1ccc3ccccc3c1O2 (stereo unspecified) | 98
CC(/C=N/NC(=S)Nc1ccccc1)=C\c1ccccc1 | 92
CCc1c(C)c2cc3nc(-c4ccc(N(C)C)cc4)oc3c(C)c2oc1=O | 95
CCN(CCNc1ccc(C)c2sc3cc(Cl)ccc3c(=O)c12)CC(C)(C)O | 81
CN1CCN(c2ccc3nc(/N=C/c4ccc5sc(-c6ccc([N+](=O)[O-])cc6)nc5c4)sc3c2)CC1 | 109
CN(C)c1nc(NCCNS(=O)(=O)c2ccc(C(=O)/C=C/c3ccc(F)cc3)cc2)nc(N2CCOCC2)n1 | -20*
Nc1nc(N)c(N=Nc2ccc(C(=O)O)cc2)c(=O)[nH]1 | 94
COc1ccc(S(=O)(=O)Cl)cc1 | 96
CCC(O)C(C)C=O (stereo unspecified) | 103
COc1ccc(NCc2cn(-c3ccc(C(=O)O)cc3)nc2-c2ccc(C(=O)O)cc2)cc1 | 99
CNC(=O)c1cc(Oc2cccc3nc(N4CCCC4)ccc23)ccn1 | 101
CC(C)CC(=O)C1C(=O)c2ccccc2C1=O | 115&100
Cc1ccc(-c2c(C#N)c(N)n(-c3cccc(C(F)(F)F)c3)c(=O)c2C#N)cc1 | 102
CC1(C(=O)OCc2ccccc2)C(=O)C2=C(CCCC2)N1c1ccc([N+](=O)[O-])cc1 (stereo unspecified) | 73
CC(=O)/C(=C\n1c(=S)[nH]c2ccc([N+](=O)[O-])cc21)C(=O)Nc1ccccc1C | 99
NC1=NCCN1 | 108
O=C(Nc1ccc(Cl)cc1)N1CC1 | 87&99
COc1ccc(-n2c(SCC(=O)Nc3ccc(-c4nc5ccccc5[nH]4)cc3)nc3ccccc3c2=O)cc1 | 46
O=C(/C=C/c1ccc(Br)cc1)c1nc2ccccc2n1Cc1ccc(Br)cc1 | -13*
F[Si]1(c2cccc(Br)c2)c2ccccc2-c2ccccc21 | 100
CNC(=O)Oc1ccc(N=Nc2ccccc2)cc1 | 89

Copied from the list.
O=C(Nc1ccc(Cl)cc1)N1CC1 in HL-60(TB) → 87&99
CCC(O)C(C)C=O (stereo unspecified) in HL-60(TB) → 103
CC1(C(=O)OCc2ccccc2)C(=O)C2=C(CCCC2)N1c1ccc([N+](=O)[O-])cc1 (stereo unspecified) in HL-60(TB) → 73
CNC(=O)Oc1ccc(N=Nc2ccccc2)cc1 in HL-60(TB) → 89
CC(=O)/C(=C\n1c(=S)[nH]c2ccc([N+](=O)[O-])cc21)C(=O)Nc1ccccc1C in HL-60(TB) → 99
Cc1ccc(-c2c(C#N)c(N)n(-c3cccc(C(F)(F)F)c3)c(=O)c2C#N)cc1 in HL-60(TB) → 102
COc1ccc(S(=O)(=O)Cl)cc1 in HL-60(TB) → 96

(listing goes on)
SMILES | HL-60(TB)
c1ccc(Cn2cc3c(c2-c2ccccc2)CCc2cnoc2-3)cc1 | 36
CC(=O)O[C@H]1[C@H](O[C@H]2[C@@H](O)C[C@@]3(C)C(CC[C@]4(C)C3CC=C3[C@@H]5CC(C)(C)CC[C@]5(C(=O)O[C@H]5OC[C@@H](O)[C@H](O[C@@H]6O[C@@H](C)[C@H](OC7OC[C@@H](O)[C@H](O)[C@H]7O[C@@H]7O[C@@H](C)[C@H](O)[C@@H](O[C@@H]8OC[C@](O)(CO)[C@H]8O)[C@H]7O)[C@@H](O)[C@H]6O)[C@H]5O)[C@H](O)C[C@]34C)[C@]2(C)C(=O)O)O[C@H](CO)[C@@H](O)[C@@H]1O (stereo partly specified) | 98
Fc1cccc(CNc2c3ccccc3nc3ccccc23)c1F | 76
CCC(C)(C)C(=O)O[C@H]1C[C@@H](C)C=C2C=C[C@H](C)[C@H](CC[C@@H]3CC=CC(=O)O3)[C@H]21 | 5.8*
CCN(CC)CCNC(=O)c1cc(S(C)(=O)=O)ccc1OC | 103
Cc1cc(C)c2c(/C=N\Nc3nc(-c4ccc(Cl)cc4Cl)cs3)cc(=O)oc2c1 | 83
COc1ccc2[nH]c(=O)cc(-n3ncc(C#N)c3N)c2c1 | 104
CN(C)c1ccc(CN2CCCCC2)cc1 | 95
COc1ccc(COc2cc3oc(=O)c4cc(C(C)O)ccc4c3cc2OC)cc1 (stereo unspecified) | 73
c1ccc(NCc2ccc3c(c2)OCO3)cc1 | 96&95
CC(=O)Nc1ccc(-c2cc3c(NCc4ccc(C)cc4)ncnc3s2)cc1 | 95
CC(=O)N(C)c1ccc(N)c2c1C(=O)c1ccccc1C2=O | 104
Cc1ccc2ccccc2c1Nc1ccc(Nc2c(C)ccc3ccccc23)c2c1C(=O)c1ccccc1C2=O | 101
O=C(Nc1cccc(Cl)c1)OCCOCCOC(=O)Nc1cccc(Cl)c1 | 84
Fc1ccc(Nc2nc(Nc3ccc(-c4nc5ccccc5[nH]4)cc3)nc(N3CCCC3)n2)cc1 | 6.0*

Filtered by structure: the entries above with a nitro group on carbon.
SMILES | HL-60(TB)
CN(NC1OC(=O)c2ccccc21)c1ccc(C(F)(F)F)cc1[N+](=O)[O-] (stereo unspecified) | 112
O=[N+]([O-])c1ccc(Nc2ccc(N=Cc3ccccc3O)cc2)c2nonc12 | 95
CN(/N=C\c1ccc([N+](=O)[O-])cc1)c1ccccn1 | 99
O=[N+]([O-])c1cccc(-c2nc3sccn3c2-c2ccnc(NCCCNS(=O)(=O)c3cccc(F)c3)n2)c1 | -22*
COc1ccc(Cl)cc1[N+](=O)[O-] | 67
CN1CCN(c2ccc3nc(/N=C/c4ccc5sc(-c6ccc([N+](=O)[O-])cc6)nc5c4)sc3c2)CC1 | 109
CC1(C(=O)OCc2ccccc2)C(=O)C2=C(CCCC2)N1c1ccc([N+](=O)[O-])cc1 (stereo unspecified) | 73
CC(=O)/C(=C\n1c(=S)[nH]c2ccc([N+](=O)[O-])cc21)C(=O)Nc1ccccc1C | 99

(next part)
SMILES | HL-60(TB)
CCCCCC(N)=O | 97
C=CCOC(=O)C1=C(C)NC2=C(C(=O)CC(C)(C)C2)C1CCC (stereo unspecified) | 99
COc1ccc(C(Cc2ccc(Cl)cc2)NCCO)cc1 (stereo unspecified) | 72
O=S(=O)(O)c1ccc(N=NN2CN(N=Nc3ccc(S(=O)(=O)O)cc3)C3CCCCCC2N3N=Nc2ccc(S(=O)(=O)O)cc2)cc1 | 126
C=CCO[C@H]1CO[C@H]2[C@@H]1OC[C@@H]2Oc1ccc(Nc2ccnc(Nc3ccc(O[C@H]4CO[C@H]5[C@@H]4OC[C@@H]5OCC=C)c(Cl)c3)n2)cc1Cl | -51*
CN1CCN(c2ccc(NC(=O)c3cncnc3Nc3ccc(OCc4cccc(F)c4)c(Cl)c3)cc2)CC1 | 67
COc1cc(CNC(=O)CCCC/C=C/C(C)C)ccc1OCc1cn(-c2ccc([N+](=O)[O-])cc2)nn1 | 81
Cc1cc2n(n1)C(C(C)C)C(C(=O)c1cc(F)ccc1O)=CN2 (stereo unspecified) | 110
Cc1cc(O)cc(C)c1N=O | 136
C=C1CCC2C3(C)COC(c4ccc(OC)cc4Br)OC3CCC2(C)C1/C=C/C1=CCOC1=O (stereo unspecified) | 32
CC(C)c1ccc(S(=O)(=O)NC(=O)NC2CCCC2)cc1 | 91
BrC1[C@H](c2c[nH]c3ccccc23)c2c([nH]c3ccccc23)[C@H]1c1c[nH]c2ccccc12 (stereo partly specified) | 106
CC1=C(C(=O)c2ccccc2)C(c2ccc3c(c2)OCO3)NC(=S)N1 (stereo unspecified) | 2.6*
Cc1c(Cl)cccc1NCN1C(=O)c2ccccc2C1=O | 113
C=CCn1cc(-c2nc3ccccc3s2)c2cc(-c3ccc4c5c(cccc35)C(=O)N(CCN)C4=O)ccc21 | 103
Cc1[nH]c(C(=O)Nc2cccc(OC3CCNCC3)c2)c(Cl)c1Cl | 55
CSc1cc(C)[o+]c(C)c1 | 108&129
COc1cc(Cn2cc(C(=O)Nc3cccnc3Nc3ccccc3)nn2)cc(OC)c1OC | 115
NS(=O)(=O)c1ccc(NC(=O)Nc2nnc(-c3ccc(Cl)cc3)s2)cc1 | 127
CC(C)OC(=O)Oc1cccs1 | 104
O=c1sn(CCCl)c(=O)n1Cc1ccccc1 | 73
S=c1cc(-c2ccccc2)[nH]c2ccccc12 | 110
O=C(Nc1ccc(Cl)cn1)c1cccc(N2C(=O)/C(=C/c3cccc(F)c3)SC2=S)c1 | 105
NC1=CCNN1 | 133
Cc1cc(N2CCOCC2)nc(-n2cnc3c(N)nc(N)nc32)n1 | 88
